esBAF inh – inhibitors of esBAF chromatin remodeling in mouse ES cells. Bmi1-luciferase knock-in reporter, 24 h; 100% = twice the neutral-well signal. reporter increase, % at 12.5 µM. 2% of 350,000 active. AID 602393; in the data active = activation above about 40%; inconclusive = no clear call, values can overlap the other calls;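 note: 0% = median of the plate's neutral control wells and 100% = double that signal; a rise in the Bmi1 reporter signal indicates esBAF inhibition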
ARNT TACC3 PPI – disruptors of human ARNT/TACC3 interaction. AlphaScreen His-ARNT PAS-B/GST-TACC3 binding, luminescence; TACC3 fragment carries E629A point mutation. inhibition, % at 9.99 µM. 0.66% of 390,000 active. AID 623870;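 active = mean inhibition of replicates at least 50% and at least half of replicates each reaching 50%; inconclusive = half or more replicates reach 50% but mean below 50%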;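 note: 0% = complete ARNT plus TACC3 wells and 100% = ARNT alone without TACC3; many hits fall short of the cut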
RAD54 inh – RAD54 (human) branch migration inhibition. RAD54 Holliday junction branch migration, FAM/BHQ fluorescence. inhibition, % at 10.4 µM. 0.14% of 360,000 active;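 active = mean normalized replicate activity at least 40 and at least half of replicates scoring 40 or more; inconclusive = only one of the two criteria met; inactive = mean below 40 and under half of replicates reaching 40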;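 note: 0% = median of neutral control wells and 100% = median of positive control wells; inhibitors cause a drop in the FAM fluorescence signal; in these data hits start at about 50%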
Target sequence (Q92698 whole entry, looked up): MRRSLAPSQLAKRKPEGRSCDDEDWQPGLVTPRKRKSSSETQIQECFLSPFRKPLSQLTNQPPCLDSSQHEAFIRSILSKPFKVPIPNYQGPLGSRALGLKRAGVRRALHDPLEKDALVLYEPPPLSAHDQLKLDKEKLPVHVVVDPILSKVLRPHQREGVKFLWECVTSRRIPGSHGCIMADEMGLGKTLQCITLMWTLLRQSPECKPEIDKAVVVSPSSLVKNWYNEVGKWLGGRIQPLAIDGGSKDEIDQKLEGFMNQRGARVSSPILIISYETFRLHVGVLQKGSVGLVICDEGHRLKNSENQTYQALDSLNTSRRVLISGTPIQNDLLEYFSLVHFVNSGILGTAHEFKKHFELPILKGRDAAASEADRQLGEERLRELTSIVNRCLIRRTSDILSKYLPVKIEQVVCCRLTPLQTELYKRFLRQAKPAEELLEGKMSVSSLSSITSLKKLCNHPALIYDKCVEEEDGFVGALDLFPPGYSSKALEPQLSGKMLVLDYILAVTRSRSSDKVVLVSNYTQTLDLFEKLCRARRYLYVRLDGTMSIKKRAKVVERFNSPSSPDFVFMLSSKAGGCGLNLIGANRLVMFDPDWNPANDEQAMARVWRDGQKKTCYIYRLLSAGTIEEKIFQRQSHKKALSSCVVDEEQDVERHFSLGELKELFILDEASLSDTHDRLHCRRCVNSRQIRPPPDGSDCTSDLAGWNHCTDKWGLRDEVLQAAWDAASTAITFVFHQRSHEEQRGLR
* marks the source's active call; other numbers are inactive results; ? = inconclusive. The list is partial; count on the stated rates, not on these rows.

SMILES | esBAF inh | ARNT TACC3 PPI | RAD54 inh
Cc1csc(NC(=O)CN2C(=O)C3CC=CCC3C2=O)n1 (stereo unspecified) | -2 | -2 | -5
COc1ccc(-c2nnc(SCC(=O)c3ccc[nH]3)o2)cc1 | 1 | -8 | -16
COc1ccc2nc(NC(=O)CSc3nnc4n3C(C)(C)Cc3ccccc3-4)sc2c1 | 13 | -11 | 3
CCC1(C)Cc2ccccc2-c2nc(NCCO)n(-c3ccccc3)c(=O)c21 (stereo unspecified) | -4 | -3 | 7
COc1ccccc1-c1cc(C(=O)N/N=C/c2sccc2C)c2ccccc2n1 | -3 | -5 | 2
CCOC(=O)C1=C(CSc2nccn2C)NC(=O)NC1c1ccc(OC)cc1 (stereo unspecified) | -6 | 0 | 1
Cc1nc(C#N)c(NCc2ccc3c(c2)OCO3)o1 | -2 | -4 | 4
Cc1cc(C)c(NC(=O)C(=O)NCc2ccco2)c(C)c1 | 1 | 0 | 1
O=c1[nH]c2ccccc2n2c(-c3ccncc3)nnc12 | -8 | 14 | 0
Clc1ccc(OCc2nn3c(-c4ccco4)nnc3s2)c(Cl)c1 | 5 | -6 | 2
Cc1cc(C)n(-c2nc(-c3cccc(Cl)c3)cs2)n1 | 49* | -9 | -5
O=C1CN(C(=O)CC2c3ccccc3-c3ccccc32)CC(=O)N1 | -5 | -4 | 7
Cn1cc(C(=O)c2ccc(F)cc2)cc1-c1nc2ccccc2n1C | 12 | 8 | -8
O=S(=O)(CCN1CCN(C(c2ccccc2)c2ccccc2)CC1)C(F)(F)F | -5 | 10 | -2
Cc1ccc(N2C(=O)c3n[nH]c(C)c3C2c2ccco2)cc1 (stereo unspecified) | 25 | -9 | -6
c1cc(-n2cnnn2)ccc1NC1=NCCC1 | -3 | -2 | -9
Cc1cc(C)nc(SCCc2ccncc2)n1 | -1 | -10 | -3
O=C(NCC(=O)N(Cc1ccco1)C(C(=O)NC1CCCC1)c1cccnc1)c1ccco1 (stereo unspecified) | -3 | 3 | -1
CCCCCCn1c(NCC)nc2c1c(=O)n(C)c(=O)n2C | -29 | -6 | 4
CCOC(=O)c1sc(=S)n(-c2ccccc2)c1SC | 6 | 9 | 1
COc1cccc(C2=CC(=O)C[C@H](c3ccc4c(c3)OCO4)C2)c1 | 0 | 4 | -3
O=C(CCc1nc(-c2ccccc2F)no1)NCCN1CCc2ccccc2C1 | -4 | -11 | -3
CCOC(=O)c1ccc(NC(=O)c2cccc(S(=O)(=O)N3CCOCC3)c2)cc1 | 15 | -2 | -6
O=C(CSc1nc(-c2ccco2)cc(C(F)(F)F)n1)Nc1ccccc1C(F)(F)F | -4 | 4 | 2
CC1(C)CC(CC(=O)Nc2ccccn2)C(=O)O1 (stereo unspecified) | -4 | 2 | 3

Molecules above that contain fluorine (4):
SMILES | esBAF inh | ARNT TACC3 PPI | RAD54 inh
Cn1cc(C(=O)c2ccc(F)cc2)cc1-c1nc2ccccc2n1C | 12 | 8 | -8
O=S(=O)(CCN1CCN(C(c2ccccc2)c2ccccc2)CC1)C(F)(F)F | -5 | 10 | -2
O=C(CCc1nc(-c2ccccc2F)no1)NCCN1CCc2ccccc2C1 | -4 | -11 | -3
O=C(CSc1nc(-c2ccco2)cc(C(F)(F)F)n1)Nc1ccccc1C(F)(F)F | -4 | 4 | 2

Carrying on.
SMILES | esBAF inh | ARNT TACC3 PPI | RAD54 inh
CCOC(=O)[C@@H]1[C@H]2COc3ccc(Br)cc3[C@@H]2N2C(=O)N(c3ccc(OC)cc3)C(=O)[C@]12C | -3 | -3 | -3
O=C(Nc1ncccn1)c1cccs1 | 7 | 2 | -17
CCOC(=O)N1CCN(C(=S)NC(C)(C)C)CC1 | 0 | -11 | -8
O=C(N/N=C/c1ccc(OC2CSC2)cc1)c1ccccc1 | 67* | 5 | -3
Cc1csc(NC(=O)C2CCC(C)(C(=O)O)C2(C)C)n1 (stereo unspecified) | -3 | -10 | -4
O=C(Nc1ccc2nn(-c3ccccc3)nc2c1)c1cccnc1 | 53* | -8 | 3
CC(=NCc1ccc2c(c1)OCO2)C1=C(O)c2ccccc2C1=O | 1 | -47 | -11
Cc1ccnc(SCCn2c(Br)nc3c2c(=O)[nH]c(=O)n3C)n1 | 5 | -4 | 3
CCc1ccc2[nH]c(=O)c(C3C(C#N)=C(N)Oc4c3ccc3cccnc43)cc2c1 (stereo unspecified) | -1 | 48* | 0
Cc1cc(N2CCOCC2)ncc1[N+](=O)[O-] | 2 | -5 | -6
CCOC(=O)C(NC(=O)CC)(Nc1sc2c(c1C(=O)OC)CCN(C)C2)C(F)(F)F (stereo unspecified) | -11 | -3 | -1
COc1ccc(/C=N/NC(=O)c2ccccc2O)cc1Cn1cc(Cl)cn1 | 19 | 4 | -14
Cc1ccccc1C(=O)Oc1ccccc1C(=O)N1CCOCC1 | -4 | -3 | -4
Cc1ccc2nc(-c3ccncc3)cc(C(=O)N3CCOCC3)c2c1 | 3 | -2 | -10
CCc1noc(N)c1C(=O)Nc1ccc(F)c(Cl)c1 | -1 | -20 | -4
CC(Oc1ccc(Cl)cc1Cl)C(=O)Nc1ncccn1 (stereo unspecified) | 5 | -1 | -1
COC(=O)c1[nH]c2ccccc2c1NC(=O)CN1CCCCCC1 | 7 | 0 | -9
Cc1ccc2nc(Cc3ccc(N)cc3)oc2c1 | ? | 3 | -16
Cc1ccc(C)c(C(=O)CSc2nnnn2-c2cccnc2)c1 | 11 | 0 | -6
COC(=O)c1ccc(C2NC(C(=O)O)CS2)cc1 (stereo unspecified) | 8 | 18 | -5
Cc1cc(SCC(=O)N2CCCC2)nc2ccccc12 | 1 | 10 | 5
CC(O)(CS(=O)(=O)Cc1cccc(C(F)(F)F)c1)C(=O)Nc1cccc(C(F)(F)F)c1 (stereo unspecified) | -2 | -9 | -1
O=C(O)c1c(Cl)c(Cl)c(Cl)c(Cl)c1C(=O)N1CCCC1 | 2 | 0 | -18
COc1ccc(C2=NOC(C(=O)NCc3ccc(F)cc3)C2)cc1 (stereo unspecified) | 7 | -12 | -11
CC(=O)NC12CC3CC(C1)CC(C(=O)OCC(=O)Nc1ncc(Cl)cc1Cl)(C3)C2 | 9 | 0 | 0

Additional records follow:
SMILES | esBAF inh | ARNT TACC3 PPI | RAD54 inh
CCOc1ccc2c(c1)c1nnc(SCC3CCCO3)nc1n2C (stereo unspecified) | 42 | 1 | 4
COc1ccc(NC(=O)c2ccc3snnc3c2)cc1 | 56* | -30 | 10
O=C(Nc1ccc(F)cc1)N(Cc1nnc2n1CCCCC2)c1ccccc1 | 2 | -4 | -2
CC1CCCC(NC(=O)CSc2nnc(N)s2)C1C (stereo unspecified) | -6 | -4 | -4
O=C(NCC1CCCO1)C1CCCN(c2ncccn2)C1 (stereo unspecified) | 0 | -3 | 2
O=C(Oc1oc(-c2ccco2)nc1C=Nc1ccccc1)c1ccco1 | 22 | -7 | -14
COc1ccc(C2C(C(=O)OCC3CCCO3)=C(C)NC3=C2C(=O)CC(c2ccco2)C3)cc1O (stereo unspecified) | 5 | 21 | 14
Cc1ccc2c(c1)nnn2C1CCN(S(=O)(=O)c2ccc(C(=O)N(C)C3CCCCC3)cc2)CC1 | -5 | 35 | -3
O=[N+]([O-])c1ccc(NCCNc2ccc(Cl)nn2)cc1 | -5 | -6 | -3
CCN(CC)Cc1c(CC(C)C)oc(C)c1C(=O)O | -3 | -1 | 6
Cc1nc2ccccc2nc1SCC(=O)N1CCC(C)CC1 | -28 | -18 | 3
COc1cc(OC)cc(C(=O)Nc2ccccc2NC(C)=O)c1 | -3 | 0 | -16
CC1(C)CC(=O)C2=C(C1)NC(=O)CC2c1cc2c(cc1Br)OCO2 (stereo unspecified) | -1 | -2 | -7
CCCCNC(=S)N(C)/N=C/c1ccccc1C(=O)O | -7 | -5 | -5
O=C(Cc1ccccc1)n1nc(-c2ccco2)nc1SCc1ccccc1 | -7 | 3 | -42
COc1ccc(NC2CC(=O)N(CCc3ccccc3)C2=O)cc1 (stereo unspecified) | 12 | 3 | -13
O=C1CC(O)(c2ccccc2)C(c2ccccc2)=C1c1ccccc1 (stereo unspecified) | -9 | -2 | -13
CCOc1ccc(CCNC(=O)C2CCCN(c3nn4c(=O)cc(C)nc4s3)C2)cc1 (stereo unspecified) | -2 | -4 | 2
CCOc1cc(C)c(C(C)C)cc1S(=O)(=O)n1ccc(C)n1 | -1 | -5 | -5
CNc1nc(SC)nc(N2CCOCC2)n1 | 2 | -3 | -3
CCOC(=O)c1c(NC(=O)CCCN2CCOCC2)sc2c1CC(C)(C)OC2 | -7 | 6 | 0
Cc1ccc2[nH]c(=O)c(CN(Cc3ccc4c(c3)OCO4)Cc3nnnn3C3CCCC3)cc2c1 | 2 | -4 | 19
Cn1c(-c2ccccc2O)cc2ccccc21 | 2 | 3 | 8
O=C(NCc1cccnc1)c1ccc(CS(=O)(=O)Cc2ccc(Cl)cc2)o1 | -2 | -2 | -15
c1ccc(-c2nnc(CSc3nnc(-c4cccs4)o3)o2)cc1 | -2 | -8 | -15

esBAF inh: what is marked active above
compound | esBAF inh | ARNT TACC3 PPI
Cc1cc(C)n(-c2nc(-c3cccc(Cl)c3)cs2)n1 | 49* | -9
O=C(N/N=C/c1ccc(OC2CSC2)cc1)c1ccccc1 | 67* | 5
O=C(Nc1ccc2nn(-c3ccccc3)nc2c1)c1cccnc1 | 53* | -8
COc1ccc(NC(=O)c2ccc3snnc3c2)cc1 | 56* | -30

More structures.
SMILES | esBAF inh | ARNT TACC3 PPI | RAD54 inh
O=C(NC1CCS(=O)(=O)C1)Oc1ccc(Cl)cc1 (stereo unspecified) | -1 | -12 | 13
CCOc1ncccc1C(=O)Nc1ccc2c(C)cc(=O)oc2c1 | 4 | -31 | 3
Cc1ccc(Cn2ccc(NC(=O)c3nc4ncccn4n3)n2)cc1 | 2 | 0 | 6
Cc1nn(-c2ccccc2)c(C)c1C1C(C#N)=C(N)Oc2n[nH]c(C)c21 (stereo unspecified) | -8 | -1 | -3
Cc1c(NC(=O)CN2CCN(C(c3ccccc3)c3ccccc3)CC2)c(=O)n(-c2ccccc2)n1C | -10 | 4 | -2
CCOc1ccc(N(C)S(=O)(=O)c2ccc3[nH]cc(C(=O)NCC4CCCO4)c(=O)c3c2)cc1 (stereo unspecified) | -15 | 2 | -1
Cc1cc2oc(=O)cc(CSc3nnc(C)n3N)c2cc1C(C)C | -13 | 29 | 10
CCOC(=O)Cc1csc(NC(=O)c2cccnc2)n1 | 0 | -5 | -3
O=S(=O)(c1ccc2ccccc2c1)N1CCNCC1 | -7 | 19 | -5
c1ccc(-c2csc(N3CCOCC3)n2)cc1 | 60* | 1 | -4
O=C1CN(C(=O)COC(=O)C2CC(=O)N(Cc3ccco3)C2)c2ccccc2N1 (stereo unspecified) | -2 | -4 | -19
NC(=O)c1ccccc1-c1nc(-c2ccccc2)no1 | 74* | -3 | -17
CCCC1=C(C(=O)OCC)C(c2ccc(F)cc2)n2ncnc2N1 (stereo unspecified) | -4 | -6 | 3
COC(=O)/C=c1/s/c(=C(/C#N)C(=O)NCc2ccccc2)n(-c2ccccc2)c1=O | -8 | -7 | -20
c1ccc(Nc2nc(-c3cccs3)cs2)nc1 | -33 | 6 | 1
Cc1ccc(NC(=O)Cn2nnc(C(=O)NCc3ccco3)c2N)cc1 | -2 | -5 | -16
O=C(Nc1ccccc1)OCc1cn(-c2ccc(Cl)cc2)nn1 | 0 | 2 | 3
O=C(c1ccccc1)N1CCN(c2ccc([N+](=O)[O-])c(NCc3ccco3)c2)CC1 | -1 | 11 | 0
CCOC(=O)c1c(NC(=S)NC(=O)c2ccc(Cn3cc(Cl)cn3)o2)sc2c1CCC(C)C2 (stereo unspecified) | -5 | 1 | 11
O=C(O)C1CC=CCC1C(=O)Nc1ccccc1 (stereo unspecified) | -14 | 0 | 11
Cc1ccc(C(=O)OCC(=O)NCc2ccco2)cc1 | -2 | -5 | -14
c1ccc(-c2nn3c(-c4ccccc4)nnc3s2)cc1 | 0 | -4 | 1
CC(C)n1cc(NC(=O)C2CC(c3cccc(Br)c3)=NO2)cn1 (stereo unspecified) | -4 | 33 | 5
COc1ccc(OCC(=O)Nc2nnc(C)s2)cc1 | 3 | 3 | -7
CCOC(=O)c1c(N)sc(C(O)(C(F)(F)F)C(F)(F)F)c1-c1ccc(F)cc1 | -10 | -7 | -7

Later entries
SMILES | esBAF inh | ARNT TACC3 PPI | RAD54 inh
O=C(Nc1cnc2ccccc2c1)c1cccc(-n2cnnn2)c1 | 14 | -8 | 0
Cc1ccc(-c2csc(NC(=O)Cc3cccs3)n2)cc1C | 49* | -5 | 3
Cc1c(C#N)c(N=CN(C)C)c(C(=O)c2ccccc2)n1-c1ccc(Br)cc1 | 1 | 20 | -7
COc1ccc(CCN(Cc2nc(-c3ccccc3)no2)Cc2nc(-c3ccccc3)no2)cc1OC | 1 | -6 | -3
O=C(c1ccc(C#CC2(O)CCCCC2)cc1)N1CCOCC1 | 6 | -4 | 10
CCOC(=O)C1=C(c2ccccc2)Nc2ncnn2C1c1ccccn1 (stereo unspecified) | -2 | -6 | 1
O=C(c1ccc2c(=O)n(CCc3ccccc3)c(=O)[nH]c2c1)N1CCN(c2ccccc2)CC1 | 14 | -3 | 6
CCOc1cc(/C=N\O)cc(Cl)c1OCC | -5 | -4 | -10
COc1cccc(-c2csc(N3CCN(S(=O)(=O)c4ccc(F)cc4)CC3)n2)c1 | -5 | 1 | -13
CC(C)Sc1nc2sc(-c3ccccc3)cc2c(=O)n1N | 0 | -2 | -1

Assay outcomes from PubChem.
